# ARNT TACC3 PPI: disruptors of ARNT/TACC3 protein interaction, primary screen, biochemical, AlphaScreen, single concentration; inhibition, % at 9.99 µM; AlphaScreen His-ARNT PAS-B/GST-TACC3 binding, luminescence; TACC3 fragment carries E629A point mutation; AID 623870, 2012; 390,000 tested, 0.66% active; Transforming acidic coiled-coil-containing protein 3 (Homo sapiens), Q9Y6A5;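 active = mean inhibition of replicates at least 50% and at least half of replicates each reaching 50%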;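 also: 0% = complete ARNT plus TACC3 wells and 100% = ARNT alone without TACC3; many hits fall short of the cut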
# LGR2 inh: inhibitors of bursicon-induced LGR2 CRE-luciferase signal, primary screen, cell-based, HEK293, CRE-luciferase reporter, bursicon stimulation. bursicon-stimulated, 4 h. inhibition, % at 9.99 µM. Drosophila bursicon receptor LGR2 (rickets). 380,000 tested, 0.35% active;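 active = drop in luminescence signal, shown as inhibition above about 50% in the replicate tests, limit read from the data, passing the limit was not always enough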;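 also: agonist challenge used bursicon conditioned medium at about half maximal strength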
# Cneo AK release: Cryptococcus neoformans cell lysis inducers, primary screen, AK release luminescence, single concentration; C. neoformans lysis, adenylate kinase release luminescence, 4 h; normalised: neutral wells 0, clomiphene wells 100; lysis activity, % at 15 µM; 360,000 tested, 0.2% active;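 active = mean lysis activity across replicates of at least 80%, whatever share of replicates individually reach that level; inactive = mean lysis activity below 80%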
#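 Material – log-phase Cryptococcus neoformans yeast cells · Input – 5 × 10^6 yeast cells/mL · Medium – fresh YPD growth medium · Doses – single compound concentration per well · Timing – static 4 h at 37 °C with compound, 1 h detection · Detection – adenylate kinase release luminescence · Read-out – signal increase indicating cell lysis · Control set – Clomiphene as positive lysis control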
# PGC1a acetyl inh: inhibitors of PGC1a acetylation signal, primary screen, cell-based, U2OS, AlphaScreen, inhibitor mode; AlphaScreen anti-acetyl-lysine; with virally co-expressed GCN5 acetyltransferase; inhibition, % at 15.6 µM; 350,000 tested, 0.17% active; AID 651687, 2012;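 active = every replicate shows inhibition of at least 40%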;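 also: 0% = neutral control wells and 100% = positive control wells; some results beyond the cut were filed as inactive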
# C2C12 statin: suppressors of statin myotoxicity in C2C12 myotubes, primary screen, cell-based, single point, plate reader | C2C12 myotubes + simvastatin, ATP luminescence, 48 h; scaled: DMSO 0, geranylgeraniol control 100 | rescue of ATP level, % at 7.49 µM | 330,000 tested, 0.78% active;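 active = mean ATP rescue above about 67%, or every replicate alone reaching that limit, limit read from the data, passing the limit was not always enough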;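 also: myotubes were challenged with 10 µM simvastatin during compound exposure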
# PAX8 inh HTS: inhibitors of PAX8-driven TPO luciferase reporter, primary screen, RMG-I cells, single concentration. SteadyGlo, 24 h. inhibition, % at 12.6 µM. 360,000 tested, 1.2% active;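 active = mean replicate inhibition at least 60% with every replicate also reaching 60%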;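 also: luciferase light reporting Pax8 driven TPO promoter activity; plate controls were median of neutral control wells for no effect and mitoxantrone controls for full effect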
# INS-1E GSIS act: GLuc luminescence reporter in INS-1E cells, primary screen for activators of glucose-dependent secretion of insulin; INS-1E GLuc reporter insulin secretion, 2-3 h; activation, % at 16.6 µM; 370,000 tested, 0.61% active; AID 743287, 2014;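 active = lowest replicate activation of at least 40%, so every replicate reaches that level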;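 also: 0% = median of neutral control wells and 100% = median of IBMX positive control wells; some compounds called inactive have numbers as strong as hits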
# PglD DTNB: C. jejuni PglD acetyltransferase inhibitors, primary screen, biochemical, DTNB colorimetric, single point; AID 602405, 2012; 360,000 tested, 0.098% active; inhibition, % at 12.5 µM; purified PglD enzyme, DTNB colorimetric CoA detection; in the data active = inhibition above about 16%, passing the limit was not always enough; also: strong numbers were not always called active
# * marks the source's active call; other numbers are inactive results; / = not tested or not shown; & = joins results of further samples.
SMILES,ARNT TACC3 PPI,LGR2 inh,Cneo AK release,PGC1a acetyl inh,C2C12 statin,PAX8 inh HTS,INS-1E GSIS act,PglD DTNB
COc1ccccc1OCC(=O)N1CCN(C(=O)c2ccco2)CC1,-3,-3,-1,-1,/,5,-4,-1
CC(N)c1csc(Nc2ccc(S(C)(=O)=O)cc2)n1 (stereo not drawn),/,-18,-2,-1,20,11,3,2
Cc1nnc(SCC(=O)Nc2nonc2C)s1,12,1,-1,/,2,-20,5,0
COCCNC(=O)c1ccc2nc(Cc3ccc(OC)c(OC)c3)oc2c1,-5,-32,2,-2,9,-47,/,-1
CCN(CC)S(=O)(=O)c1ccc(N2CCOCC2)c(NS(=O)(=O)c2ccc(Cl)s2)c1,/,-5,0,2,6,3,-17,-2
COC(=O)C(C)NC(=O)CNS(=O)(=O)c1ccc(F)cc1 (stereo not drawn),13,5,-3,-5,1,0,-1,3
CC(Sc1nc2ccccc2[nH]1)C(=O)O (stereo not drawn),-1,/,7,1,-11,0,/,-3
O=C(CSc1nccc(-c2cccs2)n1)Nc1ccc(F)c(Cl)c1,-19,/,/,3,6,18,/,/
Nc1ccc(-c2nnnn2-c2ccc(N)cc2)cc1,-8,-13,-1,2,21,7,7,7
O=C(CSc1ccc(Cl)cc1)NC(=O)NC1CCCC1,2,7,2,2,-4,-4,-26,2
CCC1Oc2ccc(C)cc2N(CC(=O)NCCc2ccc(OC)c(OC)c2)C1=O (stereo not drawn),/,-3,-5,-6,8,13,-3,3
COc1ccc(CN(C)C[C@H]2OCCCC[C@H](C)Oc3ccc(NC(=O)c4ccncc4)cc3C(=O)N([C@H](C)CO)C[C@@H]2C)cc1,35,-10,-1,15,/,/,1,-3
C[C@@H]1CN([C@@H](C)CO)C(=O)Cc2cc(NS(=O)(=O)c3ccccc3)ccc2O[C@H]1CN(C)Cc1ccncc1,4&3,7&24,1&8,9,2&-26,8,-17&-22,1&3
COC(=O)c1ccc(NS(=O)(=O)c2ccc3c(c2)n(C)c(=O)n3C)cc1,4,6,-1,10,1,-1,-16,-4
CC(NC(=O)Cn1nc(C(=O)O)c2ccccc2c1=O)c1ccccc1 (stereo not drawn),-6,/,-3,5,20,/,/,-1
Oc1c(CN2CCCCC2)cc(Br)c2cccnc12,64*,/,0,1,20,/,/,-4
CCn1c(CC(=O)Nc2ccc(Cl)c(Cl)c2)nnc1SCc1ccc(C)cc1,-8,4,-7,1,/,10,9,-4
O=C(O)c1ccccc1NS(=O)(=O)c1ccc(NN=Cc2ccccc2F)c([N+](=O)[O-])c1,8,10,0,/,1,-7,-7,-5
CS(=O)(=O)Nc1ccc(-c2cn3c(n2)SCC3)cc1,-14,-52,-2,28,-5,-45,-1,8
O=C(Nc1cccc([N+](=O)[O-])c1)c1ccc2snnc2c1,-6,-2,0,/,-3,8,6,3
O=C(C[C@H]1C[C@@H]2c3cc(NC(=O)Nc4ccc(F)cc4)ccc3O[C@@H]2[C@@H](CO)O1)NC1CCCCC1,-1,-2,9,2,7,8,-6,-2
C/C=C/C(=O)N1c2ccc(C)cc2C(C)=CC1(C)C,0,2,0,11,-2,2,/,-2
Cc1c(Br)cnn1C(C)C(=O)N1CCN(c2ccc(F)cc2)CC1 (stereo not drawn),-1,9,-1,-10,-7,0,-37,3
CCOC(=O)c1cnc(-n2nc(C)cc2C)nc1Oc1ccc(C(=O)OC)cc1,/,21,-1,12,/,-4,18,-5
O=C(C[C@@H]1C=C[C@@H](NC(=O)Nc2ccc(C(F)(F)F)cc2)[C@@H](CO)O1)NCc1cc(F)cc(F)c1,3,-26,1,1,0,20,7,1
COc1ccc(-c2ccc3n(c2=O)C[C@@H]2[C@@H](CO)[C@H](C(=O)N(C)C)[C@H]3N2Cc2ccncc2)cc1,-31,-12,-2,/,23,-7,13,0
Cc1ccc(-n2c(-c3ccccc3)c[nH]c2=S)cc1,0,-13,/,/,/,14,5,/
Cc1cccc(C)c1NC(=O)COC(=O)CN1C(=O)C2CCCCC2C1=O (stereo not drawn),1,-8,0,-2,-5,-6,5,-2
COc1cccc(OC)c1C(=O)Nc1ccc2nc(C)c(C)nc2c1,-9,-5,-1,/,-3,-44,1,2
Cc1cc([N+](=O)[O-])ccc1NC(=O)c1sc2ncn(CC(=O)N3CCOCC3)c(=O)c2c1C,/,6,-1,10,6,8,6,1
Cc1nc(Sc2ccccc2)c(C#N)cc1-c1ccccc1,-10,/,-1,-11,-3,/,/,9
O=C(c1ccccc1)N1CCN(C(=O)c2nn3c(C(F)(F)F)cc(-c4ccco4)nc3c2Br)CC1,2,-20,0,/,-17,4,14,-2
N#C[C@@H]1[C@@H](c2ccc(C#CC3(O)CCCC3)cc2)[C@@H](CO)N1C(=O)C1CC1,1,6,-2,-5,-3,3,3,-2
CC(=O)N/C(=C\c1ccccc1)C(=O)OCC(=O)NC(C)C12CC3CC(CC(C3)C1)C2 (stereo not drawn),-1,23,/,/,/,-2,-15,/
CN(C)S(=O)(=O)c1ccc(N2CCCC2=O)c([N+](=O)[O-])c1,26,-22,/,/,/,-6,4,/
COc1ccc(CC(N)c2csc(NC(=O)C(c3ccccc3)c3ccccc3)n2)cc1 (stereo not drawn),/,7,0,/,-9,32,-15,2

# An excerpt from above in order of molar mass, highest first:
SMILES,ARNT TACC3 PPI,LGR2 inh,Cneo AK release,PGC1a acetyl inh,C2C12 statin,PAX8 inh HTS,INS-1E GSIS act,PglD DTNB
O=C(c1ccccc1)N1CCN(C(=O)c2nn3c(C(F)(F)F)cc(-c4ccco4)nc3c2Br)CC1,2,-20,0,/,-17,4,14,-2
O=C(C[C@@H]1C=C[C@@H](NC(=O)Nc2ccc(C(F)(F)F)cc2)[C@@H](CO)O1)NCc1cc(F)cc(F)c1,3,-26,1,1,0,20,7,1
COc1ccc(CC(N)c2csc(NC(=O)C(c3ccccc3)c3ccccc3)n2)cc1 (stereo not drawn),/,7,0,/,-9,32,-15,2
COc1cccc(OC)c1C(=O)Nc1ccc2nc(C)c(C)nc2c1,-9,-5,-1,/,-3,-44,1,2
Cc1nc(Sc2ccccc2)c(C#N)cc1-c1ccccc1,-10,/,-1,-11,-3,/,/,9
Cc1ccc(-n2c(-c3ccccc3)c[nH]c2=S)cc1,0,-13,/,/,/,14,5,/

# New compounds follow:
SMILES,ARNT TACC3 PPI,LGR2 inh,Cneo AK release,PGC1a acetyl inh,C2C12 statin,PAX8 inh HTS,INS-1E GSIS act,PglD DTNB
O=C(Nc1cc(S(=O)(=O)Nc2ccc(Cl)cc2)ccc1N1CCCCC1)c1ccc(F)cc1,-1,10,/,/,-6,21,0,/
CCC(C(=O)Nc1nc(C)c(C)s1)c1ccccc1 (stereo not drawn),11,15,2,5,-19,27,-2,-2
O=C(Nc1nnc(C2=COCCO2)o1)c1cccc(F)c1,40,6,2,/,7,-26,1,0
CS(=O)(=O)N1CCC(C(=O)NCc2ccc(F)cc2Cl)CC1,8,8,2,-1,10,/,1,-1
COc1ccccc1N1CCN(C(CNS(=O)(=O)c2ccccc2)c2cccnc2)CC1 (stereo not drawn),-14,/,3,-1,/,/,/,7
CC(C)CCn1c(SCC(=O)NC2CCS(=O)(=O)C2)nc2cc(Cl)ccc2c1=O (stereo not drawn),1,1,2,2,8,-4,14,-5
CN(C)CC(=O)Nc1ccc2c(c1)[C@@H]1C[C@H](CC(=O)NC3CCCCC3)O[C@H](CO)[C@@H]1O2,-3,0,3,0,1,-12,13,-1
CNC(=O)c1cn2c3c(ccc(Cl)c3c1=O)OC(C)C2 (stereo not drawn),-3,15,2,-1,6,-9,-2,-1
CCn1c(=S)[nH]c2sc3c(c2c1=O)CCCC3,5,5,-3,2,-11,25,1,0
CCN(CC)CCOc1nnc(-c2ccc(C)cc2)c2ccccc12,-1,/,0,4,7,/,/,-10
Cc1cc(C)n(CC(=O)N2CCCC(N3CCN(c4ccc(F)cc4)CC3)C2)n1 (stereo not drawn),-6,-6,-8,3,-2,/,/,1
Cc1ccc(S(=O)(=O)N2CCN(C(=O)COC(=O)CCOc3cc(C)ccc3C)CC2)cc1,/,-4,1,-6,-3,-9,-5,-1
CC=Cc1ccc2n(c1=O)C[C@H]1[C@H](CO)[C@@H](C(=O)NCc3ccc(F)cc3)[C@@H]2N1CCC (mixture of isomers),-2,-8,2,/,-7,/,-5,1
Cc1ccc(OCC(=O)N2CCC(C)CC2)c([N+](=O)[O-])n1,-3,-7,2,11,9,5,34,-5
O=C1CN(c2nc3ccccc3n3cnnc23)CC(=O)N1CCc1ccccc1,-31,9,8,-11,-9,6,/,/
O=C1c2ccccc2C(=O)N1Nc1ccccc1,-9,-36,/,6,/,/,7,/
CCOC(=O)N1CCN=C1SCc1ccc(C(F)(F)F)cc1,3,3,/,-5,/,4,5,/
CC1CN(C(=O)Nc2cccc(C(F)(F)F)c2)CC(C)O1 (stereo not drawn),-6,7,/,9,-7,23,-35,/
COCCNC(=O)C(C)OC(=O)c1cc2sccc2n1C (stereo not drawn),-1,/,10,-3,-4,/,12,-2
O=C(c1cc2ccccc2oc1=O)N1CCN(Cc2ccc3c(c2)OCO3)CC1,-4,/,0,3,8,22,/,-6
CC1(C)Cc2nc3oc4c(NCc5ccccc5)ncnc4c3cc2CO1,28,/,1,7,8,/,/,-6
CCCN1[C@@H]2c3ccc(/C=C/c4ccccc4)c(=O)n3C[C@H]1[C@H](CO)[C@H]2C(=O)NCc1ccccn1,-11,19,-2,/,-6,/,-2,0
S=C1NCN(Cc2ccccc2)CN1C1CCCCC1,-6,-55,/,/,/,14,6,/
O=C(COC(=O)CCCOc1ccccc1)NNC(=O)c1ccc([N+](=O)[O-])cc1,-3,-5,2,/,-6,-10,-3,-3
O=C(Cn1nc(C(F)(F)F)c2c1CCCCC2)N1CCOCC1,-15,-27,8,-5,2,/,16,0
O=[N+]([O-])c1cccc(S(=O)(=O)/N=C(/Nc2ccccc2)c2ccccc2)c1,-5,9,-1,-2,4,-2,-7,-1
O=C(/C=C/c1ccccc1)c1ccc(NC2=NCCCS2)cc1,-4,-17,-8,21,/,-109,17,0
O=C(C1CCOCC1)N1C[C@H]2[C@@H](c3ccccc31)[C@H](CO)N2C(=O)Cc1ccccc1,1,-2,4,-1,-7,5,-4,1
O=C(c1ccco1)N1CCN(c2c([N+](=O)[O-])nn(-c3ccc(Cl)cc3)[n+]2[O-])CC1,11,9,/,4,-2,17,-12,/
COC(=O)c1ccc(COc2ccccc2/C=C(\C#N)C(=O)Nc2ccc(C)cc2C)cc1,-7,5,0,-11,/,-10,12,/
COc1ccccc1NS(=O)(=O)c1cccc(C(=O)N/N=C/c2ccc3c(c2)OCCO3)c1,-11,-42,/,/,/,-28,-14,/
CCN(CC)S(=O)(=O)c1ccc(=O)n(CC(=O)N2CCCc3cc(C)ccc32)c1,/,24,0,-9,0,2,-12,5
COCCN(CCOC)C(=O)CSc1ccc(S(=O)(=O)N2CCN(C)CC2)cn1,-4,-1,1,12,-26,-3,6,0
COc1ccc(/C=N/NC(=O)Cn2c(Cc3ccc(OC)c(OC)c3)nc3ccccc32)cc1OC,11,-19,/,/,/,-13,56,/

# Screening results deposited in PubChem BioAssay by Broad Institute.
